NSD2 HMT inh: NSD2 histone methyltransferase inhibitors, primary screen, biochemical, AlphaScreen, single concentration, set 2. actives 0.54% (n = 310,000). inhibition, % at 12.5 µM. NSD2 peptide methylation, 120 min. Histone-lysine N-methyltransferase NSD2 (Homo sapiens), O96028; in the data active = inhibition above about 50%
SUMO Mot1 rescue: yeast Mot1-301 growth rescue at high temperature, primary screen, SUMOylation pathway inhibitor project, S. cerevisiae, ATP luminescence, 38.5C; growth rescue, % at 18.8 µM; actives 1% (n = 320,000); S. cerevisiae Mot1-301 growth rescue; percent above DMSO median, 100 means doubled; AID 2716, 2010;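 active = every valid replicate shows activation above 250% relative to neutral control wells; inactive = the rest, any valid replicate at or below 250%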;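 note: OY570 slx delta 5 strain wells were the positive control but not used for scaling; some compounds called inactive have numbers as strong as hits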
CDK5 inh: inhibitors of human CDK5/p35 kinase, primary screen, biochemical, single concentration. Recombinant CDK5/p35, ADP-Glo luminescence, 60 min. inhibition, % at 10 µM. actives 0.01% (n = 330,000). AID 488839, 2010;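 active = highest replicate inhibition of at least 50% and at least 75% of replicates reaching 50%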;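 note: plate controls were DMSO neutral control for no effect and GW8510 at 10 µM for full effect; many of its hits are not listed in these tables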
dFosB activator: activators of delta FosB homodimer, primary screen, biochemical, fluorescence polarization, TAMRA-CDK5 oligo, single point; Protein FosB (Mus musculus), P13346; purified delta FosB; percent of positive-control signal above neutral wells; activation, % at 25 µM; actives 0.99% (n = 340,000);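 active = mean activation above about 17%, with every replicate also reaching it, limit read from the data, passing the limit was not always enough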;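 note: fluorescence polarization rise as delta FosB binds a TAMRA Cdk5 AP-1 oligo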
Target sequence (P13346 whole entry, looked up): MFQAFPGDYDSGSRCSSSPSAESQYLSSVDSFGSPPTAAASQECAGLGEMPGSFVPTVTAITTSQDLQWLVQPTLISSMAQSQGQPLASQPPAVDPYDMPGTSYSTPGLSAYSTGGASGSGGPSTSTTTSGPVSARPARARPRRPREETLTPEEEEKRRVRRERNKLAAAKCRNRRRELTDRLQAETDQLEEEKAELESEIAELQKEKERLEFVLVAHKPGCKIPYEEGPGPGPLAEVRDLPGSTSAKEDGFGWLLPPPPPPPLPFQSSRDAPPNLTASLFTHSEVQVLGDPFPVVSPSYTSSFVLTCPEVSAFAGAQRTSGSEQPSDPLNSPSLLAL
PKA-R1A activ: activators of PKA-R1A holoenzyme, primary screen, biochemical, fluorescence polarization, Cy5-IP20, bovine R1A, mouse PKAc. cAMP-dependent protein kinase type I-alpha regulatory subunit (Bos taurus) + …. PKA-R1A dissociation; scaled: DMSO 0%, 113 µM cGMP 100%. activation, % at 11.4 µM. actives 0.083% (n = 340,000). AID 504707, 2011;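 active = percent activation above the mean of all tested compounds plus 3 SD, cut at about 19% in these data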;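 note: higher means more PKAc released from R1A so a rise in polarization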
PKA-R2B act: activators of PKA-R2B holoenzyme, primary screen, biochemical, fluorescence polarization, Cy5-IP20, human; PKA-R2B holoenzyme dissociation; R2B truncated from residue 108, S112A mutant; 0% DMSO only, 100% 113 µM cGMP; activation, % at 11.4 µM; actives 0.079% (n = 340,000); AID 504700, 2011;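 active = activation above a cutoff set at the mean over all compounds plus 3 SD, cut at about 18% in these data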;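 note: higher means more holoenzyme dissociation and a rise in polarization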
Target sequence (P31323 whole entry, looked up, other chains not shown, the tested form may be a part): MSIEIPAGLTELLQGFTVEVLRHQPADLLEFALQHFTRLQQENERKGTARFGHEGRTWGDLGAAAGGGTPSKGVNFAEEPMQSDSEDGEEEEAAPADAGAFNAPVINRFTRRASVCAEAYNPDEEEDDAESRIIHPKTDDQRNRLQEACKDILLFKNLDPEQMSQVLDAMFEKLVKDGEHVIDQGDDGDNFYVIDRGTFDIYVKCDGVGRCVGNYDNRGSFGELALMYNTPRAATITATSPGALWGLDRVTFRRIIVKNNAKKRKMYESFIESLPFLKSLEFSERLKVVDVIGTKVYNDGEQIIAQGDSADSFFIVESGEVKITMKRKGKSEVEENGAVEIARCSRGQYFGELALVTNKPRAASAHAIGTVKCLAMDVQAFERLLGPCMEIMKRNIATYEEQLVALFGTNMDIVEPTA
SR-BI DiI inh: inhibitors of SR-BI mediated HDL lipid uptake, primary screen, ldlA[mSR-BI] cells, fluorescence, single point | ldlA[mSR-BI] CHO cells, DiI-HDL uptake fluorescence, 3 h | inhibition, % at 12.5 µM | actives 0.96% (n = 320,000) | Scavenger receptor class B member 1 (Mus musculus), Q61009;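 active = mean replicate inhibition of at least 70% and a set share of replicates each scoring 70 or more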;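 note: 0% = median of neutral control wells and 100% = median of positive control wells; values of inactives mirror those of a sister screen read the other way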
SR-BI DiI-HDL act: activators of SR-BI mediated DiI-HDL uptake, primary screen, ldlA[mSR-BI] CHO cells, DiI fluorescence. activation, % at 12.5 µM. actives 0.096% (n = 320,000). 3 h; 100 = double the neutral-control signal. AID 504775, 2011;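 active = mean replicate activation of at least 60% and every replicate at or above 60%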;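 note: 0% = median plate neutral-control signal and 100% = twice that signal; values of inactives mirror those of a sister screen read the other way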
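system = CHO ldlA[mSR-BI] cells, LDL receptor-null, SR-BI overexpressing | medium = Ham's F12 with 0.5% BSA, HEPES 25 mM, pH 7.4 | probe or stimulus = DiI-HDL 10 µg/mL | compound dosing = single-point compound dose | incubation = compound exposure 3 h, 37 °C | technique = DiI fluorescence, bottom read | read-out = cell-associated DiI fluorescence as measure of HDL uptake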
DSG3 Ab inh: inhibitors of pemphigus antibody binding to DSG3, primary screen, biochemical, bead-based, flow cytometry, scFv-GFP; Desmoglein-3 (Homo sapiens), P32926; DSG3-coupled beads, scFv-anti-DSG3-GFP binding; stronger effect = lower value; binding (percent of control), % at 10 µM; actives 0.48% (n = 310,000);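 active = binding more than 3 SD below its plate's average and above zero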;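 note: hits lower antibody fragment binding to DSG3; some compounds called inactive have numbers as strong as hits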
Arrestin-AP2 inh: inhibitors of beta-arrestin/AP2 binding, primary screen, biochemical, GPCR trafficking, flow cytometry; beta-arrestin 1 C-terminal peptide binding to AP2 beta2-adaptin appendage (human); FITC-arrestin peptide / GST-AP2 beads; AP2 beta2 appendage carries R879A mutation; inhibition, % at 10 µM; actives 0.31% (n = 340,000);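 active = inhibition above a set limit, near 3 SD of compounds lacking own fluorescence, cut at about 54% in these data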;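 note: plate controls were DMSO wells for no effect and 5 µM unlabelled arrestin peptide for full effect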
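System: GST-AP2 R879A bound to glutathione beads, E. coli-expressed. Also added: 50 nM FITC-arrestin peptide. Schedule: compound with beads 12 min RT, then probe 1 h RT. Signal: bead flow cytometry, FITC channel. Read-out basis: percent response.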
MITF act: activators of MITF-driven TRPM1 promoter reporter, primary screen, cell-based, SK-MEL-5, luciferase, single point. SK-MEL-5 TRPM1-promoter luciferase, 24 h; % of positive control, neutral wells = 0. activation, % at 12.5 µM. actives 0.75% (n = 300,000);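 active = mean activation of at least 80% with every replicate also reaching 80%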;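 note: 0% = neutral control wells and 100% = parthenolide positive control wells; values of inactives mirror those of a sister screen read the other way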
Starred values were filed as active, the others as inactive; nt = not tested or not shown. The order is random; any-hit rate near 4.7%.

SMILES	NSD2 HMT inh	SUMO Mot1 rescue	CDK5 inh	dFosB activator	PKA-R1A activ	PKA-R2B act	SR-BI DiI inh	SR-BI DiI-HDL act	DSG3 Ab inh	Arrestin-AP2 inh	MITF act
Cc1cccc(C(C)C)c1NS(=O)(=O)c1cn(C)nc1C	-4	-7	-1.5	-7	-5	-4	30	-30	nt	-3	1
O=C(OCc1nnc(-c2ccccc2)o1)c1cc(F)c(F)cc1Cl	-13	nt	1.1	-5	-13	-11	-17	17	83	-22	-5
COc1ccc(C2=NOC(C(=O)NCc3cccs3)C2)cc1 (configuration not stated)	-1	-8	0.5	10	-10	5	14	-14	104	-9	5
CN(CC(=O)Nc1ccc(F)cc1)C(=O)c1ccc(N2C(=O)CCC2=O)cc1	-2	6	-0.5	-4	2	-4	-10	10	nt	-5	3
COCCCN1CCc2[nH]c(=S)[nH]c(=O)c2C1	0	0	-0.6	1	-3	-9	2	-2	92	0	4
CC(C)Nc1nc2c(c(=O)n(C)c(=O)n2C)n1C	nt	-6	2.8	-2	-10	8	-8	8	96	16	-5
COc1ccc(NC(=O)CCS(=O)(=O)c2cccc3nonc23)c(OC)c1	-2	1	1.0	3	3	-3	10	-10	100	-1	nt
O=C(Cn1nnc(-c2cccs2)n1)N1CCc2ccccc2C1	-1	-8	-0.2	2	5	11	-9	9	97	9	20
Cc1cc(C)cc(C(=O)NCC(=O)OCC(=O)c2c(N)n(C)c(=O)n(C)c2=O)c1	1	-10	-0.1	0	4	0	-4	4	103	34	-1
COc1ccc(-n2c(O)c(C=Nc3ccccc3)c3ccccc3c2=O)cc1OC	15	-5	0.8	-7	-10	0	3	-3	99	-8	1
CCC(CC)C(=O)Nc1cccc(-c2nc3ccccc3o2)c1	-3	393	-1.3	-8	-1	-2	28	-28	100	-7	14
CC(=O)N1CCC(N(C(=O)Nc2c(F)cccc2F)C(C)C)CC1	nt	-9	-1.9	-5	1	-7	2	-2	112	-1	13
CCN1C(=O)[C@H]2[C@@H](c3ccc(C)cc3)N3C(=O)N(c4ccccc4)C(=O)[C@@]3(CC)[C@H]2C1=O	nt	8	-0.5	-3	4	-3	-10	10	107	-10	21
Brc1ccc(CN2CCN(c3ccccn3)CC2)s1	15	40	-0.9	-7	1	7	3	-3	98	-11	12
Cc1cc(Cl)ccc1C(=O)C1CCCN(C(=O)c2snnc2C)C1 (configuration not stated)	7	20	1.1	-5	-1	-1	nt	nt	97	-3	2
O=C(c1cccc2ccccc12)N1CCN(Cc2ccccc2F)CC1	0	-13	-1.1	-2	-5	2	1	-1	116	9	nt
O=C(NCc1ccccc1)NC12CC3CC(CC(C3)C1)C2	-1	30	1.9	-3	-3	-9	-1	1	nt	9	nt
CCCNC(=O)c1onc(CSc2ccc(F)cc2)c1C(=O)NCC1CC1	nt	-5	-0.7	-16	12	-3	-31	31	104	4	-5
O=C(O)CC/C(=N\NC(=O)c1ccccc1Br)c1ccccc1	5	11	-2.6	-6	3	-9	-21	21	99	12	-5
CC(NC(=O)COC(=O)c1cc([N+](=O)[O-])ccc1N1CCOCC1)c1ccccc1 (configuration not stated)	4	-10	-4.6	2	8	6	-13	nt	113	-9	-4
Cc1cc(NC(=O)CN2C(=O)c3ccccc3C2=O)no1	-2	-3	-0.9	-3	-6	9	nt	nt	nt	-18	nt
Cc1ccc(OC(C)C(=O)Nc2ccc3c(c2)n(C)c(=O)n3C)c(C)c1 (configuration not stated)	-1	-10	0.2	1	-2	-6	27	-27	131	-1	nt
O=C(COc1cc(Cl)c(Cl)cc1Cl)NCCc1ccccn1	-6	-4	0.3	-1	5	-1	0	0	114	33	8
CSc1cccc(N2CC(C(=O)NCCC3=CCCCC3)CC2=O)c1 (configuration not stated)	-5	44	-0.6	-7	-4	-5	-6	6	101	6	23
C=CC[C@@H](CC(=O)N(CCO)Cc1ccccc1)C(=O)N[C@@H](C)COC(=O)[C@@H](CC=C)CC(=O)OC(C)(C)C	nt	-9	-1.5	-14	3	-2	-17	17	107	nt	0
Continued.
SMILES	NSD2 HMT inh	SUMO Mot1 rescue	CDK5 inh	dFosB activator	PKA-R1A activ	PKA-R2B act	SR-BI DiI inh	SR-BI DiI-HDL act	DSG3 Ab inh	Arrestin-AP2 inh	MITF act
Cc1cc(Cl)ccc1OC(C)c1nnc(N)s1 (configuration not stated)	-3	-3	0.2	-2	1	3	-5	5	96	37	1
CC(C)C(NC(=O)c1ccc(Cl)cc1Cl)C(=O)NCCc1ccccn1 (configuration not stated)	0	nt	-1.1	-3	6	-2	-20	20	102	0	22
CC[C@]12c3[nH]c4cc(-c5ccco5)ccc4c3CCN1C(=O)[C@@H](CC(=O)NCCCn1ccnc1)C[C@@H]2C(=O)N1CCN(C(=O)C2CC2)CC1	nt	nt	-0.8	-4	-4	1	-8	8	101	6	-3
O=C(NNC(=O)c1ccccc1C(=O)O)c1cc2ccccc2o1	nt	-4	0.8	6	3	-4	-5	5	98	21	14
COc1ccc(C2CC(c3ccccc3F)=NN2c2ccc(S(N)(=O)=O)cc2)cc1 (configuration not stated)	nt	nt	-0.1	-5	-3	-9	-17	17	105	-5	3
CS(=O)(=O)Nc1ccc(C(=O)NCCSCc2ccccc2)cc1	nt	2	-0.7	-1	9	-3	-9	9	94	-12	-26
CCOc1ccc(NC(=O)CN(C)CC(=O)NC2CCCc3ccccc32)cc1OCC (configuration not stated)	2	0	1.2	-10	-6	-5	22	-22	96	0	nt
COc1ccc(C(=O)Nc2ccccc2NC(=O)c2ccco2)cc1OC	nt	-3	-1.9	-5	12	-5	0	0	nt	6	-2
O=C(N[C@@H](Cc1c[nH]c2ccccc12)C(=O)NC1CC1)c1ccccc1Cl	-2	0	0.1	-4	-5	6	-10	10	nt	-3	11
C[C@H](NC(=O)C1CCN(S(=O)(=O)c2ccccc2)CC1)C(=O)NCc1ccc(Cl)c(Cl)c1	2	-3	0.5	-16	0	2	11	-11	101	9	5
Cc1ccc(C)c(N2CCN(C(=O)Cc3ccc(NC4=NC5CS(=O)(=O)CC5S4)cc3)CC2)c1 (configuration not stated)	nt	-12	1.4	-11	-4	-4	2	-2	104	-3	1
O=S(=O)(NCCN1CCOCC1)c1cccc(C(F)(F)F)c1	0	-15	-1.8	-1	-10	2	5	-5	93	3	nt
COc1ccc(Br)cc1CN(C)C(=O)c1cc(Cl)c2c(c1)OCCO2	-4	-6	-2.9	-3	-5	-3	69	-69	107	nt	-3
CC(C)c1ccccc1NC(=S)NCc1ccccc1F	-1	7	0.8	-7	-4	-12	30	-30	98	14	15
Cc1ccc(C(=O)N/C(=C\c2ccc3c(c2)OCO3)C(=O)N2CCOCC2)cc1	1	-14	-1.2	1	-3	-12	19	nt	105	11	-11
CC(C)(C)C(=O)[C@H]1[C@H](c2ccccc2)[C@@]2(N=C(c3ccccc3)OC2=O)C2c3ccccc3C=NN21 (some centres not stated)	35	-6	-1.8	-7	-5	-3	4	-4	100	9	nt
COc1ccc2cc(C3CC(c4ccco4)=NN3C(=O)CCC(=O)O)c(Cl)nc2c1 (configuration not stated)	13	6	2.6	-5	7	-6	-24	24	99	-11	3
CN(CC1CCOCC1)C(=O)CC1C(=O)NCCN1Cc1cccc(F)c1 (configuration not stated)	9	261	-0.1	1	2	7	2	-2	96	8	8
CC1Cc2ccccc2N1C(=O)Cn1cnc2c1c(=O)n(C)c(=O)n2C (configuration not stated)	-1	17	-0.3	2	1	3	-21	21	nt	-1	-5
COc1ccc(NC(=O)CN2C(=O)C(C)Oc3ccccc32)cc1OC (configuration not stated)	0	0	0.6	-2	-3	4	5	-5	100	16	nt

Some of the entries so far, with two lines to a compound.
Results follow in this order: NSD2 HMT inh, SUMO Mot1 rescue, CDK5 inh, dFosB activator, PKA-R1A activ, PKA-R2B act, SR-BI DiI inh, SR-BI DiI-HDL act, DSG3 Ab inh, Arrestin-AP2 inh, MITF act
O=S(=O)(NCCN1CCOCC1)c1cccc(C(F)(F)F)c1
 : 0, -15, -1.8, -1, -10, 2, 5, -5, 93, 3, nt
COc1ccc(Br)cc1CN(C)C(=O)c1cc(Cl)c2c(c1)OCCO2
 : -4, -6, -2.9, -3, -5, -3, 69, -69, 107, nt, -3
CC(C)c1ccccc1NC(=S)NCc1ccccc1F
 : -1, 7, 0.8, -7, -4, -12, 30, -30, 98, 14, 15
Cc1ccc(C(=O)N/C(=C\c2ccc3c(c2)OCO3)C(=O)N2CCOCC2)cc1
 : 1, -14, -1.2, 1, -3, -12, 19, nt, 105, 11, -11
CC(C)(C)C(=O)[C@H]1[C@H](c2ccccc2)[C@@]2(N=C(c3ccccc3)OC2=O)C2c3ccccc3C=NN21 (some centres not stated)
 : 35, -6, -1.8, -7, -5, -3, 4, -4, 100, 9, nt
COc1ccc2cc(C3CC(c4ccco4)=NN3C(=O)CCC(=O)O)c(Cl)nc2c1 (configuration not stated)
 : 13, 6, 2.6, -5, 7, -6, -24, 24, 99, -11, 3
CN(CC1CCOCC1)C(=O)CC1C(=O)NCCN1Cc1cccc(F)c1 (configuration not stated)
 : 9, 261, -0.1, 1, 2, 7, 2, -2, 96, 8, 8
CC1Cc2ccccc2N1C(=O)Cn1cnc2c1c(=O)n(C)c(=O)n2C (configuration not stated)
 : -1, 17, -0.3, 2, 1, 3, -21, 21, nt, -1, -5
COc1ccc(NC(=O)CN2C(=O)C(C)Oc3ccccc32)cc1OC (configuration not stated)
 : 0, 0, 0.6, -2, -3, 4, 5, -5, 100, 16, nt

Compound activity: PubChem, several laboratories
